PAFAH2 FP inh – inhibitors of human PAFAH2. Q99487. recombinant PAFAH2, FP-rhodamine activity probe, fluorescence polarization. inhibition, % at 3.39 µM. 0.99% of 340,000 active. AID 492956;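 active means inhibition above the mean over all tested compounds plus 3 SD, cut at about 30% in these data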;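 further: inhibitors block probe labeling of enzyme so polarization drops; 0% = enzyme with DMSO and 100% = wells lacking PAFAH2 protein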
PAD4 FP inh – inhibitors of human PAD4; inhibition, % at 6.36 µM; recombinant PAD4, RCA probe fluorescence polarization; Q9UM07; 0.41% of 330,000 active;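 active means percent inhibition above a cutoff equal to the mean of all tested compounds plus 3 SD, cut at about 15% in these data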;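 further: 0% = PAD4 with RCA probe and DMSO and 100% = probe without PAD4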
EBNA-1 inh – blocks EBNA-1 binding to DNA. EBNA-1 DNA binding, fluorescence polarization. inhibition, % at 14.8 µM. 0.34% of 300,000 active. AID 1950; in the data active means inhibition above about 28%
GSTO1 counter – counter-screen for RBBP9 inhibitors: inhibitors of human GSTO1; inhibition, % at 5.96 µM; 1.1% of 300,000 active; P78417; recombinant GSTO1, activity-based probe fluorescence polarization; AID 1974;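 active means inhibition above the campaign mean inhibition plus 3 SD, cut at about 35% in these data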;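 further: 0% = GSTO1-1 with DMSO and 100% = wells lacking GSTO1-1 enzyme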
PAFAH1B3 inh – inhibitors of human PAFAH1B3; Q15102; recombinant PAFAH1B3, FP-rhodamine probe, fluorescence polarization; inhibition, % at 3.39 µM; 0.28% of 340,000 active; AID 492972;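 active means inhibition above the screen-wide average of all tested compounds plus 3 SD, cut at about 25% in these data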;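 further: 0% = enzyme with DMSO only and 100% = wells lacking PAFAH1B3 protein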
ZTA DNA inh – blocks Epstein-Barr virus ZTA, an EBNA-1 counter-screen. inhibition, % at 11 µM. 0.15% of 320,000 active. P03206. AID 2234. ZTA-DNA binding, fluorescence polarization; in the data active means inhibition above about 33%
LYPLA2 inh – counter-screen for PME1 inhibitors: inhibitors of human LYPLA2; O95372; recombinant LYPLA2, FP-Rh probe fluorescence polarization; inhibition, % at 5.9 µM; 0.38% of 320,000 active; AID 2177;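 active means inhibition above the screen-wide mean plus 3 SD, limit set per campaign, cut at about 26% in these data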;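 further: 0% = LYPLA2 with DMSO and 100% = wells lacking LYPLA2 enzyme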
LYPLA1 counter – counter-screen for PME1 inhibitors: inhibitors of human LYPLA1; O75608; recombinant LYPLA1, FP-Rh probe fluorescence polarization; inhibition, % at 5.9 µM; 0.16% of 320,000 active; AID 2174;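 active means inhibition above the mean of all tested compounds plus 3 SD, set per campaign, cut at about 14% in these data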;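 further: inhibitors block serine hydrolase probe labeling of LYPLA1 so polarization falls; 0% = enzyme with DMSO and 100% = wells lacking LYPLA1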
PREPL inh – inhibits the human prolyl oligopeptidase-like enzyme | inhibition, % at 5.96 µM | Q4J6C6 | recombinant PREPL, fluorescence polarization activity-based probe | 0.68% of 320,000 active; in the data active means inhibition above about 43%;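 further: 0% = enzyme with DMSO and 100% = wells lacking enzyme; many of its hits are not listed in these tables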
Target sequence (Q4J6C6 whole entry, looked up): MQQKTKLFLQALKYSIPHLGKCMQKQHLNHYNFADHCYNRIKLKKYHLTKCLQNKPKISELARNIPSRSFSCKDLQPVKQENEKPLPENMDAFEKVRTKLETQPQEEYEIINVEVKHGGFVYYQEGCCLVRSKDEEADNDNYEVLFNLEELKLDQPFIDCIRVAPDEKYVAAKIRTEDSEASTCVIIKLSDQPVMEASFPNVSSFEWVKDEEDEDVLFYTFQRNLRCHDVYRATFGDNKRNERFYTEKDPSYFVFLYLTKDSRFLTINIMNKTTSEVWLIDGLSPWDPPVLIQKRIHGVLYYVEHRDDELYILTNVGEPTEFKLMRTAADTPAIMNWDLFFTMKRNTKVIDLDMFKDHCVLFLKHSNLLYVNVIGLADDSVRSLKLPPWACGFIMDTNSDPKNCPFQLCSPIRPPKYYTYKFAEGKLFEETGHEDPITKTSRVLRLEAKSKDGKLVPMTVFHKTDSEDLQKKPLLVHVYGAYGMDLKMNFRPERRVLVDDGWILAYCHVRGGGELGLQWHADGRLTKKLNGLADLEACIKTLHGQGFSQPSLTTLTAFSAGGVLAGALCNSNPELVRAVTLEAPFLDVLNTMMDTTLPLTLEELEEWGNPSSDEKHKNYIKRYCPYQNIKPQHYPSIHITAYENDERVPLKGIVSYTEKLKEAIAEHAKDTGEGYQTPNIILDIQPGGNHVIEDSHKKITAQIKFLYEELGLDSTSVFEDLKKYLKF
* = called active by the depositor; i = inactive; . = not tested or not shown; + = active, no number. Only part of the results is shown; count on the stated rates, not on these rows.

#	mol	PAFAH2 FP inh	PAD4 FP inh	EBNA-1 inh	GSTO1 counter	PAFAH1B3 inh	ZTA DNA inh	LYPLA2 inh	LYPLA1 counter	PREPL inh
1	CC(=O)Nc1ccc(NC(=O)C(C)OC(=O)c2cccc(S(=O)(=O)N3CCCC3)c2)cc1 (stereo unspecified)	5	7	1	0	3	1	-1	2	7
2	O=C(NCc1ccccc1Cl)c1csc2c1CCCCC2	4	-5	-20	-7	4	1	1	3	-1
3	CCn1c(CSc2nnc(-c3cccnc3)n2-c2ccccc2C)nc2cc(C(=O)O)ccc21	.	53*	124*	69*	.	+	80*	77*	49*
4	COCCNC(=O)CSc1nnc(CCCN2C(=O)c3cccc4cccc(c34)C2=O)n1-c1ccccc1	0	-2	-3	3	-4	-3	-3	0	16
5	O=C(COc1ccc(Cl)cc1Cl)NN1C(=O)/C(=C\c2ccc(Cl)cc2)SC1=S	-1	-3	-1	4	-5	-6	13	1	7
6	CCOC(=O)c1oc2cc(O)ccc2c(=O)c1-c1ccccc1OC	2	-6	3	-5	4	2	2	0	14
7	Cn1ncc([N+](=O)[O-])c1C(=O)N/N=C/c1c[nH]c2ccccc12	-6	9	-1	13	6	-12	0	-7	18
8	COc1ccc(Cl)cc1C(=O)NCc1ccc2c(c1)OCO2	1	1	-5	2	5	14	4	1	-5
9	CCC(=O)Nc1ccc(OCC2CCCO2)cc1 (stereo unspecified)	6	-4	-2	2	4	17	0	1	6
10	CCCCc1ccc(NC(=O)CSC2=C(C#N)C(c3ccco3)C3=C(CCCC3=O)N2)cc1 (stereo unspecified)	-24	-3	-3	-18	-5	-6	-52	-31	9
11	CCOC(=O)C1CCCN(C(=O)c2cccc([N+](=O)[O-])c2C)C1 (stereo unspecified)	-1	2	-8	9	5	-4	-6	-1	10
12	CCN(C(=O)CN1C(=O)COc2ccc(S(=O)(=O)N3CCCCCC3)cc21)c1cccc(C)c1	6	0	3	1	-2	-1	0	0	8
13	N#Cc1c(N)nc2c(c1-c1ccncc1)CCCCCC2	-13	1	3	0	-2	2	2	1	12
14	N#CC(c1ccc(Cl)cc1)c1ccc(Cl)nn1 (stereo unspecified)	-4	-3	1	15	7	15	-4	-2	-5
15	COC(=O)CCC(=O)N1CCc2cc(S(=O)(=O)N3CCc4ccccc43)ccc21	1	-2	0	-2	4	-4	-1	-3	13
16	CCC1(c2ccccc2)NC(=O)N(CC(=O)Nc2cccc(S(=O)(=O)N3CCCC3)c2)C1=O (stereo unspecified)	4	-6	.	.	6	10	6	0	0
17	COc1ccc(C(=O)N2CCCC(c3ccccc3)C2)cc1 (stereo unspecified)	1	-1	-8	4	-5	-5	2	4	1
18	Cc1ccc(OCc2ccc(C(=O)NN)o2)cc1C	-1	4	5	3	8	-11	2	-8	12
19	O=C(O)C1CSCN1S(=O)(=O)c1cccc2nsnc12 (stereo unspecified)	-5	1	-4	8	6	-2	3	0	14
20	CCCCN1C(=O)C(=O)N(CC(=O)Nc2sc(C)c(C)c2C(=O)OC)C1=O	-5	1	.	.	12	-22	0	-2	15
21	Cc1onc(-c2ccccc2)c1NC(=O)Nc1c(-c2ccccc2)noc1C	3	-1	-10	4	6	-1	0	0	7
22	CCOc1ccc(NC(=O)CN(c2ccc(OC)cc2)S(C)(=O)=O)cc1	2	-9	-5	3	6	1	-3	-4	15
23	Cc1[nH]n(-c2ccc(Cl)cc2)c(=O)c1/C=N/n1c(C)nc2ccccc2c1=O	11	-9	7	19	6	11	4	-3	-6
24	CCN(CC)C(=O)c1ccc(/C=C/c2c[nH]c3ccccc23)[n+](C)c1	-5	-11	10	4	-4	13	-1	-1	24
25	COc1ccc(-c2csc(NC(=O)c3cccs3)c2C(=O)O)cc1OC	7	-2	7	-12	8	0	0	4	-4

Grouped by structure: the entries above with a halogen (5)
#	mol	PAFAH2 FP inh	PAD4 FP inh	EBNA-1 inh	GSTO1 counter	PAFAH1B3 inh	ZTA DNA inh	LYPLA2 inh	LYPLA1 counter	PREPL inh
2	O=C(NCc1ccccc1Cl)c1csc2c1CCCCC2	4	-5	-20	-7	4	1	1	3	-1
5	O=C(COc1ccc(Cl)cc1Cl)NN1C(=O)/C(=C\c2ccc(Cl)cc2)SC1=S	-1	-3	-1	4	-5	-6	13	1	7
8	COc1ccc(Cl)cc1C(=O)NCc1ccc2c(c1)OCO2	1	1	-5	2	5	14	4	1	-5
14	N#CC(c1ccc(Cl)cc1)c1ccc(Cl)nn1 (stereo unspecified)	-4	-3	1	15	7	15	-4	-2	-5
23	Cc1[nH]n(-c2ccc(Cl)cc2)c(=O)c1/C=N/n1c(C)nc2ccccc2c1=O	11	-9	7	19	6	11	4	-3	-6

3 entries out of the list, arranged by formula weight, highest first:
#	mol	PAFAH2 FP inh	PAD4 FP inh	EBNA-1 inh	GSTO1 counter	PAFAH1B3 inh	ZTA DNA inh	LYPLA2 inh	LYPLA1 counter	PREPL inh
6	CCOC(=O)c1oc2cc(O)ccc2c(=O)c1-c1ccccc1OC	2	-6	3	-5	4	2	2	0	14
18	Cc1ccc(OCc2ccc(C(=O)NN)o2)cc1C	-1	4	5	3	8	-11	2	-8	12
9	CCC(=O)Nc1ccc(OCC2CCCO2)cc1 (stereo unspecified)	6	-4	-2	2	4	17	0	1	6

Other entries follow:
Fields – PAFAH2 FP inh | PAD4 FP inh | EBNA-1 inh | GSTO1 counter | PAFAH1B3 inh | ZTA DNA inh | LYPLA2 inh | LYPLA1 counter | PREPL inh
(26) COc1ccc2sc(-c3ccc(S(C)(=O)=O)cc3)c(-c3ccc(C(N)=O)cc3)c2c1
 : -8 | -3 | . | . | -4 | . | . | . | 25
(27) COc1ccc(Oc2cc(Cl)nc(N)n2)cc1
 : 2 | 1 | 7 | 6 | -2 | -13 | 0 | -1 | -6
(28) CCN(C(=O)CSc1nnc(-c2ccc(OC(F)F)cc2)n1N)C1CCS(=O)(=O)C1 (stereo unspecified)
 : 0 | -3 | -2 | -6 | -7 | 5 | 6 | -2 | -1
(29) CC1CCCC(NC(=O)CSc2nccn2C)C1C (stereo unspecified)
 : 3 | -5 | -7 | 0 | 6 | 9 | 5 | 0 | 13
(30) Cc1ccc(-c2c(C)sc(=NC(=O)c3ccco3)n2C)cc1
 : 11 | 4 | 2 | 2 | -2 | -15 | 11 | 2 | 6
(31) COCCSc1nnc(NC(=O)C2CC(=O)N(c3ccc(C)cc3)C2)s1 (stereo unspecified)
 : -2 | -4 | -2 | 9 | 7 | 1 | 4 | -3 | -7
(32) CN1/C(=C\C=C2/SC(=S)NC2=O)C(C)(C)c2ccccc21
 : -272 | -156 | 3 | -231 | -427 | 6 | -405 | -217 | i
(33) CN(C)S(=O)(=O)c1cccc(COC(=O)Cc2c(F)cccc2Cl)c1
 : 3 | -3 | -21 | 1 | 12 | -12 | -2 | -5 | -3
(34) COCCCN(C(=O)Cc1coc2cc(C)c(C)cc12)c1c(N)n(Cc2ccccc2)c(=O)[nH]c1=O
 : -5 | 2 | 2 | 14 | 5 | 7 | 5 | 0 | 8
(35) COc1ccccc1C(=O)N/N=C(\C)c1ccc(NC(=O)Cc2ccccc2)cc1
 : 1 | 5 | 3 | -1 | -7 | -4 | -3 | 0 | -3
(36) CCc1nnc(NC(=O)CCC(=O)N2CCCC2)s1
 : 0 | -2 | -1 | 1 | 2 | 7 | -3 | -4 | 3
(37) Nc1nonc1-n1nnc(C(=O)N/N=C/c2ccccc2Br)c1CN1CCCC1
 : -11 | 1 | 7 | 1 | 4 | -2 | 6 | 4 | 14
(38) Cc1ccc(C)c(OCC(=O)NNC(=O)C2CC2)c1
 : -5 | 4 | 1 | 1 | 0 | -5 | 3 | 3 | -2
(39) COc1ccc(C(=O)C2CCCN(Cc3cc(Cl)ccc3O)C2)c(OC)c1 (stereo unspecified)
 : 3 | -5 | -12 | 1 | 1 | -3 | -5 | -6 | -13
(40) CCc1ccc(NC(=O)CN2C(=O)CSC2=O)cc1
 : 0 | -4 | -9 | 7 | 9 | 13 | -7 | -5 | -9
(41) COc1cc(/C=C/C(=O)OCC(=O)N2CC3(C)CC2CC(C)(C)C3)ccc1O (stereo unspecified)
 : 42* | -2 | 6 | -2 | -6 | 9 | -1 | 0 | 21
(42) COc1ccccc1CCC(=O)NC1CCCN(c2ccc(C(F)(F)F)cn2)C1 (stereo unspecified)
 : 3 | 1 | -8 | 1 | -1 | 3 | 1 | -3 | -3
(43) O=C(Nc1nc2ccc(F)cc2s1)C1=NN(c2ccccc2)C(=O)CC1
 : 3 | 2 | 9 | 4 | 3 | 0 | -5 | -5 | 14
(44) CCOC(=O)C1(Cc2cccc(OC)c2)CCCN(C(=O)c2ccc(OC)o2)C1 (stereo unspecified)
 : 4 | -1 | 1 | 2 | 6 | -1 | -1 | -2 | 10
(45) C[C@@H]1CC=C[C@H]2[C@H]1C(=O)N(Cc1ccccc1)[C@H]2c1ccc(/C=C/c2ccccc2)cc1F
 : -11 | -2 | -2 | 1 | -9 | -12 | -4 | 0 | -10
(46) COc1ccc(C(=O)N2CCN(Cc3nc(CC4CC4)no3)CC2)cc1
 : -5 | 4 | 0 | 4 | -2 | -4 | 4 | 0 | 3
(47) CN(C(=O)c1ccc(Br)cc1)C1CCS(=O)(=O)C1 (stereo unspecified)
 : 4 | -1 | 4 | 9 | 14 | -9 | 3 | 1 | 14

Screens: PubChem BioAssay, The Scripps Research Institute Molecular Screening Center
